# Screening results as filed in PubChem.
# TAAR1 agonist = human TAAR1 agonists, primary screen, Fluo-8 calcium fluorescence, CHO RD-HGA16 cells | vehicle wells 0%, saturating PEA agonist 100% | activation, % at 3 µM | hit rate 0.99% among 360,000 | AID 624467, 2012 | Trace amine-associated receptor 1 (Homo sapiens), Q96RJ0;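 active means activation above the mean activation of all test compounds in the run plus 3 SD, cut at about 38% in these data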
# Target sequence (Q96RJ0 whole entry, looked up): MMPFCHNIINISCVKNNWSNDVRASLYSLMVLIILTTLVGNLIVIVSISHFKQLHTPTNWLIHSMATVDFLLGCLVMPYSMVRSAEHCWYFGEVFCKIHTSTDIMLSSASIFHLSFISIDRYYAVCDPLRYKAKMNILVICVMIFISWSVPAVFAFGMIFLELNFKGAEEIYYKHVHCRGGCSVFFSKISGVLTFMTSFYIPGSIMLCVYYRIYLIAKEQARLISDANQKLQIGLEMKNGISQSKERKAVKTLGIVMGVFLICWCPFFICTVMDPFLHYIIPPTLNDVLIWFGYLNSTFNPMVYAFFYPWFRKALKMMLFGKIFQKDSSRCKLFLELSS
#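 Repeats: no replicates (n 1) | Material: CHO-derived RD-HGA16 cells with stable Gα16 and human TAAR1 | Technique: Kinetic Fluo-8 calcium fluorescence | Schedule: 17-24 h seeding, 75 min 37 °C dye, 30 min RT | Evaluation: % activation from peak over basal fluorescence ratio, DMSO-to-PEA scaled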
# M4 antag = human M4 muscarinic receptor antagonists, primary screen, CHO cells, Fluo-8 calcium fluorescence; AID 624125, 2012; hit rate 0.73% among 360,000; CHO-hM4 cells, ACh EC80; inhibition, % at 3 µM;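 active means inhibition above its plate's cutoff, the mean inhibition of sample wells plus 3 SD, cut at about 27% in these data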;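 further: 0% = acetylcholine EC80 with DMSO and 100% = DMSO without agonist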
# Target sequence (P08173 whole entry, looked up): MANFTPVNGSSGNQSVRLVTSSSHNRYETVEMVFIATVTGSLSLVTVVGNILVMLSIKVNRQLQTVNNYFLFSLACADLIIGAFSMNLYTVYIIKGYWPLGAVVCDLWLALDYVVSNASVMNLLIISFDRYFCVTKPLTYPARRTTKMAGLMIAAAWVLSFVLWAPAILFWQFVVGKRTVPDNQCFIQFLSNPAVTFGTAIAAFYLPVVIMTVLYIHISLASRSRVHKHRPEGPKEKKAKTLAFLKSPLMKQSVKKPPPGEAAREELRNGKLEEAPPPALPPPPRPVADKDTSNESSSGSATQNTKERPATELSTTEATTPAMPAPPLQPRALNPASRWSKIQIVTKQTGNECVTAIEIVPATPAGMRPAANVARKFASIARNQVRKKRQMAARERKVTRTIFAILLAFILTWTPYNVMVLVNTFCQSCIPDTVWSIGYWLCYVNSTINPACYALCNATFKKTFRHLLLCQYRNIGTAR
# M5 ag = human M5 muscarinic receptor agonists, primary screen, CHO-K1 cells, Fluo-8 calcium fluorescence | Muscarinic acetylcholine receptor M5 (Homo sapiens), P08912 | CHO-K1 hM5 cells; 0% DMSO wells, 100% maximal acetylcholine response | activation, % at 3 µM | hit rate 0.19% among 360,000;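 active means activation above the run's mean over test compounds plus 3 SD, cut at about 23% in these data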;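 further: signal is peak over basal fluorescence ratio across the kinetic read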
# M1 antag = human M1 muscarinic receptor antagonists, primary screen, CHO-K1 cells, Fluo-8 calcium fluorescence, 1536-well | Muscarinic acetylcholine receptor M1 (Homo sapiens), P11229 | CHO-K1 hM1, ACh EC80 antagonist | inhibition, % at 3 µM | hit rate 1.3% among 360,000 | AID 588852, 2011;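 active means percent inhibition above its own plate's cutoff, namely the mean of that plate's compound wells plus 3 SD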;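 further: peak over basal fluorescence ratio during 140 s after agonist addition; 0% = ACh EC80 plus DMSO and 100% = DMSO alone without agonist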
# CHRM4 agonist = human M4 muscarinic receptor agonists, primary screen, CHO-K1 cells, Fluo-8 calcium fluorescence | Muscarinic acetylcholine receptor M4 (Homo sapiens), P08173 | CHO-K1 hM4/Gqi5; vehicle 0%, full acetylcholine response 100% | activation, % at 3 µM | hit rate 0.14% among 360,000;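 active means activation above the run mean over all test wells plus 3 SD, cut at about 32% in these data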;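 further: peak over basal fluorescence ratio per well then scaled between controls; 0% = DMSO wells and 100% = acetylcholine at EC100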
# CHRM1 agonist = human M1 muscarinic receptor agonists, primary screen, Fluo-8 calcium fluorescence, CHO-K1 cells, HTS; Muscarinic acetylcholine receptor M1 (Homo sapiens), P11229; CHO-K1 hM1, agonist mode; 0% DMSO, 100% acetylcholine EC100; activation, % at 3 µM; hit rate 0.33% among 360,000;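 active means activation above the run's mean compound activation plus 3 SD, cut at about 16% in these data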;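 further: peak over basal fluorescence ratio within a 140 s kinetic read after compound addition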
# M5 PAM = human M5 muscarinic receptor positive allosteric modulators, primary screen, CHO-K1 cells, Fluo-8 calcium fluorescence; CHO-K1 hM5, ACh EC20 PAM; 0% = ACh EC20, 100% = ACh EC100; activation, % at 3 µM; hit rate 0.3% among 360,000; AID 624038, 2012;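 active means activation above the run cutoff, the mean activation of all test compounds plus 3 SD, cut at about 18% in these data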
#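 Assay system – human M5 receptor in CHO-K1 cells · Read-out – % activation, ACh-normalized · Technique – Fluo-8 calcium fluorescence · Dosing – single-point, 3 µM nominal · Incubation – Fluo-8 loading 80 min at 37 °C plus 30 min room temperature · Repeats – singlicate, one well per test compound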
# M1 PAM = human M1 muscarinic receptor positive allosteric modulators, primary screen, CHO-K1 cells, Fluo-8 calcium fluorescence, 1536-well; Muscarinic acetylcholine receptor M1 (Homo sapiens), P11229; CHO-K1 hM1, ACh EC20; 0% = ACh EC20, 100% = maximal ACh; activation, % at 3 µM; hit rate 0.088% among 360,000; in the data active means activation above about 19%, passing the limit was not always enough
# M5 antag = human M5 muscarinic receptor antagonists, primary screen, CHO cells, Fluo-8 calcium fluorescence; hit rate 0.59% among 360,000; AID 624040, 2012; inhibition, % at 3 µM; CHO-hM5 cells, ACh EC80; Muscarinic acetylcholine receptor M5 (Homo sapiens), P08912;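 active means inhibition above a per-plate cutoff, the mean of that plate's test compounds plus 3 SD, cut at about 27% in these data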;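 further: 0% = acetylcholine EC80 with DMSO and 100% = DMSO without agonist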
# An asterisk follows results filed as active. Not all compounds are listed. The share of hits here may be higher or lower than overall.
SMILES,TAAR1 agonist,M4 antag,M5 ag,M1 antag,CHRM4 agonist,CHRM1 agonist,M5 PAM,M1 PAM,M5 antag
COc1cccc(CNC(=O)CCC2CCCN(C(=O)c3cccnc3SC)C2)c1 (centres undefined),1,11,-2,4,1,-1,-2,0,7
COc1ccc2nc(N3CCCC3)[nH]c2c1,9,0,1,-9,0,-6,-1,4,4
O=C1c2ccccc2NC(c2cc(Cl)cc(Cl)c2O)N1Cc1cccnc1 (centres undefined),2,0,-2,-6,1,-3,3,9,-8
O=C(COc1ccc2ccc(=O)oc2c1)Nc1ccc(CN2CCOCC2)cc1,2,1,0,4,4,-4,2,0,-7
O=c1cc(CN2CCN(c3ccccc3F)CC2)c2ccccc2o1,-1,-8,2,-20,1,-2,10,0,12
CC(=O)Nc1cncc(-c2cccc(C(=O)N(C)C)c2)n1,0,-4,0,-14,1,-3,1,9,3
O=c1c2ccccc2sn1-c1ccc(Cl)cc1Cl,28,2,-2,-15,1,-4,-2,12,-1
CCCNC1=C(N(C(C)=O)c2cccc(F)c2)C(=O)c2ccccc2C1=O,2,-5,-4,-14,1,-10,5,19,-3
COc1ccc(-c2nc(-c3ccccc3)no2)c(OC)c1,10,0,-1,-11,3,2,-4,7,1
CCc1ccc(CCC(=O)Nc2sc3c(c2C#N)CCCC3)o1,2,-10,-5,1,-2,-6,-8,-3,6
CS(=O)(=O)N1CCN(c2ccc(C(=O)NC3C4CC5CC(C4)CC3C5)cc2[N+](=O)[O-])CC1 (centres undefined),4,7,5,11,7,-3,-2,-5,-1
O=C(c1cccnc1)N(c1cc2sc(=O)oc2c2ccccc12)S(=O)(=O)c1ccccc1,2,5,-1,-18,-1,1,5,12,0
C=CCC(O)(CC=C)C(C)N (centres undefined),2,0,1,-8,3,-3,6,6,1
O=C(CSc1nnc(C2CC2)n1C1CC1)c1ccc(Br)s1,9,6,0,-7,0,-9,-7,5,7
CC(C)NC(=O)C1(C)CCN1C(=O)c1cccc(Cl)c1 (centres undefined),4,-5,-1,-10,1,-2,1,7,-1
CC(C)(C)OC(=O)N1CCN(c2ccc(NC(=O)Cn3nnc(-c4ccccc4)n3)cc2)CC1,17,1,-4,-8,2,-2,-7,8,-2
Cc1ccc2nc(SCC(=O)N3CCCC3)nc(=O)n2c1,1,2,-1,-13,2,-3,2,11,3
Cc1cnc(CN(C)C(=O)c2ccc3oc(Cc4ccc(Cl)cc4)nc3c2)[nH]1,4,14,-8,24,3,-5,1,-20,4
COc1cc(/C=N/NC(N)=O)cc(Br)c1OCc1ccc(C)cc1,4,-2,-1,-6,1,-3,2,5,0
Cc1cc(/C=N\NC(=O)CC(=O)NC2CCCCC2)c(C)n1-c1cccc(Cl)c1Cl,13,6,-2,-1,1,-4,-6,1,14
Clc1cccc(CN2CCC3CC2c2cc(N4CCCCC4)ccc23)c1 (centres undefined),4,-10,-1,-8,0,-5,-2,3,-6
Cc1cccnc1C1=NOC(Cc2ccccc2)C(=O)N1Cc1ccc(F)cc1 (centres undefined),0,-11,-1,-9,5,-1,-2,2,1
C(=C\c1cc(/C=C/c2ccccc2)ncn1)/c1ccccc1,3,7,-5,15,1,-1,-10,-4,2
Cc1ccccc1OCC(=O)Nc1ccccc1-c1ccccc1,0,-7,-2,4,-1,-3,-5,3,2
COCCNC(=O)c1ccccc1NC(=O)Cc1ccccc1[N+](=O)[O-],4,-4,1,-11,2,-2,1,9,5

# Molecules above that have two or more sulfur atoms (two):
SMILES,TAAR1 agonist,M4 antag,M5 ag,M1 antag,CHRM4 agonist,CHRM1 agonist,M5 PAM,M1 PAM,M5 antag
O=C(c1cccnc1)N(c1cc2sc(=O)oc2c2ccccc12)S(=O)(=O)c1ccccc1,2,5,-1,-18,-1,1,5,12,0
O=C(CSc1nnc(C2CC2)n1C1CC1)c1ccc(Br)s1,9,6,0,-7,0,-9,-7,5,7

# Going on with the list.
SMILES,TAAR1 agonist,M4 antag,M5 ag,M1 antag,CHRM4 agonist,CHRM1 agonist,M5 PAM,M1 PAM,M5 antag
Cc1cccc(C)c1NC(=O)CN1C(=O)NC(C)(CCc2ccccc2)C1=O (centres undefined),5,11,-2,1,0,-4,-3,1,14
CCCNC(=O)NC(=O)CSc1ccc2c(c1)OCCO2,-1,-3,3,-5,0,-2,2,8,-5
CCNC(=O)C1=C(O)c2sccc2N(C)S1(=O)=O,3,-2,-1,1,-1,-2,6,-4,-8
COc1cc(OC)cc(-c2c(C#Cc3ccsc3)c3cc(-c4ccc5[nH]ccc5c4)ccc3n2C)c1,-1,3,2,-8,3,-1,2,15,10
COC(=O)C(C)Sc1ccc2nnc(-c3cccc(F)c3)n2n1 (centres undefined),0,-10,2,-5,1,3,-3,13,-6
COc1ccc(NS(=O)(=O)c2ccc(C(=O)OC(C)C(=O)N3CCOCC3)cc2)cc1 (centres undefined),24,0,4,3,5,7,-9,-2,7
Brc1cccc(-c2nc3c4ccccc4ccn3c2Cc2ccccc2)c1,0,5,1,-27,0,-2,-6,1,-4
CCCCOc1ccc(C(=O)NNC(=O)C2C3C=CC(C3)C2C(=O)O)cc1 (centres undefined),0,-12,-4,-12,4,-2,7,11,-12
Cn1c(NC(=O)C2CCCO2)cc(=O)n(C)c1=O (centres undefined),18,-6,2,-31,1,-1,-3,4,1
O=C(Nc1nc2ccccc2s1)c1ccccc1[N+](=O)[O-],1,4,-4,-17,3,-3,-1,12,3
COc1cc(CNC(=O)C2CCCN2S(=O)(=O)c2ccccc2)cc(OC)c1OC (centres undefined),1,-2,-4,4,0,-5,-1,-7,9
O=S(=O)(NCCc1ccccc1)c1ccc(S(=O)(=O)N2CCCCC2)cc1,25,-2,3,6,4,2,-6,-3,1
O=C(NCCc1c[nH]c2ccccc12)/C(=C\c1ccco1)NC(=O)c1ccco1,6,-7,-1,8,5,-4,-10,-11,15
Cc1cc(C)c(C(=O)Cn2cnc3cc([N+](=O)[O-])ccc3c2=O)cc1C,-2,1,-3,2,1,-8,-4,-2,0
CC(=O)Oc1cccc(Nc2ncnc3ccccc23)c1,3,-4,5,-15,2,-2,4,9,-1
COc1cc(C(=O)OCC(=O)NC2CCS(=O)(=O)C2)c([N+](=O)[O-])cc1OC (centres undefined),1,-1,-4,-3,1,-5,-4,5,-2
O=C(O)c1ccc(-c2nnc(-c3ccc([N+](=O)[O-])cc3)o2)cc1,0,-10,-3,-5,1,-3,-4,3,-2
Cc1cc(C(=O)N/N=C/c2ccc(OC(=O)c3ccccc3Br)cc2)n[nH]1,13,2,3,22,19,-1,-20,-10,23
CC(C)(C)OC(=O)[C@H](CCCCN)NC(=O)c1nc[nH]c1C(=O)NCCCCCN,0,-8,2,11,2,-7,-4,0,11
COC(=O)CCCC(=O)NC(C)c1cnn(-c2ccccc2C)c1C (centres undefined),3,-4,-1,7,1,-6,0,6,-3
C/C=C\C=C/C(=O)Nc1cccc(C2=NOC3(C2)C[C@@H](C(N)=O)N(C(=O)CCCCC)C3)c1 (some centres undefined),4,-6,0,8,-1,-5,5,1,5
CCOC(=O)N1CCN(c2cc(=O)n(Cc3ccc(F)cc3)c(=O)[nH]2)CC1,14,8,0,-4,0,1,0,4,-2
NCc1csc(Nc2ccc(C(=O)c3ccccc3)cc2)n1,7,-13,-1,-9,4,-4,5,5,1
COc1ccc(NS(=O)(=O)c2ccc3nc(COc4cccc5ccccc45)[nH]c3c2)cc1,5,15,2,9,7,-1,0,0,5
Cc1cc(C(=O)CSc2nc(N)cc(N)n2)c(C)n1CCc1ccc(F)cc1,39*,-2,-1,2,5,-2,-5,1,0

# Only CHRM4 agonist, for three of the compounds above:
Structure	CHRM4 agonist
CC(=O)Nc1cncc(-c2cccc(C(=O)N(C)C)c2)n1	1
O=C(CSc1nnc(C2CC2)n1C1CC1)c1ccc(Br)s1	0
COc1ccc(NS(=O)(=O)c2ccc3nc(COc4cccc5ccccc45)[nH]c3c2)cc1	7

# Following part:
SMILES,TAAR1 agonist,M4 antag,M5 ag,M1 antag,CHRM4 agonist,CHRM1 agonist,M5 PAM,M1 PAM,M5 antag
CC(=O)Nc1ccc(NC(=O)c2cccc(S(=O)(=O)N(C)C3CCCCC3)c2)cc1,5,0,-1,3,7,-1,-10,-1,9
CCCn1c(SCC(=O)Nc2ccccc2Cl)nc(O)cc1=O,20,-8,16,-13,28,1,-15,13,7
Cc1ccccc1C(=O)Nc1ccnn1C1CCN(CCCc2ccccc2)CC1,4,-1,-8,-8,3,-5,-4,5,16
O=C(Cn1cccc1)N1CCN(C(c2ccccc2)c2ccccc2)CC1,3,16,-8,9,-1,-7,-1,-8,4
Cc1onc(-c2ccccc2Cl)c1C(=O)N1CCN(c2ccc(F)cc2)CC1,13,-1,-1,-9,1,-2,1,9,7
CC1Oc2ccccc2N(CC(=O)NCCCN2CCOCC2)C1=O (centres undefined),1,1,-2,3,-1,-6,-2,-5,19
Cc1cc(C)n(C(=O)CNC(=O)c2ccc(Cl)cc2Cl)n1,2,1,-3,-3,0,-3,2,2,7
COc1nc(Cl)cn(-c2ccc(C)cc2)c1=O,-3,-3,0,-11,1,-9,-1,7,0
COc1cc(/C=N/N=C(\N)c2nonc2N)ccc1O,3,-6,0,-12,1,-6,0,9,2
CCC(C)N(C(=O)CSc1ncnc2sccc12)C1CCS(=O)(=O)C1 (centres undefined),2,-3,2,15,2,-3,4,-2,0
CCN([C@H](CO)C(C)C)S(=O)(=O)c1ccccc1Br,3,-1,1,-7,1,-3,2,4,-3
CN(C)c1ccc(P(=O)(OCc2ccccc2)C(O)c2ccc(Cl)cc2)cc1 (centres undefined),6,-2,9,-26,0,0,6,23,-2
O=C(OCC(=O)N1CCCc2ccccc21)c1ccccc1NCCO,5,3,1,11,11,-3,-11,-3,8
CN1CCN(Cc2oc(CO)cc(=O)c2O)CC1,4,6,-1,-7,0,-5,-2,6,7
COC(=O)C1C2C=CC3(CN(C(C)c4ccc(OC)cc4)C(=O)C13)O2 (centres undefined),10,-11,-6,-18,0,-2,8,12,-11
O=C(OCCN1C(=O)c2ccccc2C1=O)c1cccc(OC(F)F)c1,10,-2,0,-25,5,-2,2,3,0
CCN1C[C@@H]2[C@@H]3C(=O)N(Cc4ccccc4)C(=O)[C@@H]3[C@](C)(C1=O)N2C(=O)c1ccc(Br)cc1,3,0,0,-4,1,-3,14,6,-4
COc1cccc(-n2ccnc2SCC(=O)N2CCc3ccccc32)c1,13,-8,-4,-34,2,-3,-3,17,-10
O=C(Nc1ccc2c(c1)OCCO2)C1CCN(S(=O)(=O)Cc2ccccc2)CC1,10,-4,-1,-6,3,-3,-5,6,0
